# SUMO Mot1 rescue: SUMOylation pathway inhibition by Mot1-301 growth rescue; S. cerevisiae Mot1-301 growth rescue, ATP luminescence, 38.5C; percent above DMSO median, 100 means doubled; growth rescue, % at 18.8 µM; hit rate 1% among 320,000;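 active = every valid replicate shows activation above 250% relative to neutral control wells; inactive = the rest, any valid replicate at or below 250%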;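 also: OY570 slx delta 5 strain wells were the positive control but not used for scaling; some compounds called inactive have numbers as strong as hits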
# OPRM1-OPRD1 inv: mu-delta opioid heterodimer inverse agonism. P35372+P41143. cell-based MOR-DOR heterodimer luminescence. inhibition, % at 9.3 µM. hit rate 0.21% among 340,000; in the data active = inhibition above about 22%, passing the limit was not always enough;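 also: 0% = cells with DMSO and 100% = wells without cells with DMSO; values of inactives mirror those of a sister screen read the other way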
# OPRM1-OPRD1 ag: OPRM1-OPRD1 heterodimerization agonism | cells, luminescence | P35372+P41143 | activation, % at 9.3 µM | hit rate 0.3% among 340,000; in the data active = activation above about 18%;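 also: 0% = vehicle-treated cells and 100% = reference agonist; values of inactives mirror those of a sister screen read the other way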
# PKA-R1A act: PKA-R1A complex activation; PKA-R1A dissociation, Cy5-IP20 fluorescence polarization; scaled: DMSO 0%, 113 µM cGMP 100%; P00514+P68181; activation, % at 11.4 µM; hit rate 0.083% among 340,000;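 active = percent activation above the mean of all tested compounds plus 3 SD, cut at about 19% in these data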;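 also: higher means more PKAc released from R1A so a rise in polarization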
# HTR5A inv ctr: counter-screen for OPRM1-OPRD1 inverse agonists: human HTR5A inverse agonism. P47898. HTR5A cell line, luminescence. inhibition, % at 9.3 µM. hit rate 0.083% among 340,000. AID 504634; in the data active = inhibition mostly above about 23%, no sharp cut-off; inactive = mostly below about 18%;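 also: 0% = cells with DMSO and 100% = no-cell wells with DMSO; some compounds called inactive have numbers as strong as hits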
# Target sequence (P47898 whole entry, looked up): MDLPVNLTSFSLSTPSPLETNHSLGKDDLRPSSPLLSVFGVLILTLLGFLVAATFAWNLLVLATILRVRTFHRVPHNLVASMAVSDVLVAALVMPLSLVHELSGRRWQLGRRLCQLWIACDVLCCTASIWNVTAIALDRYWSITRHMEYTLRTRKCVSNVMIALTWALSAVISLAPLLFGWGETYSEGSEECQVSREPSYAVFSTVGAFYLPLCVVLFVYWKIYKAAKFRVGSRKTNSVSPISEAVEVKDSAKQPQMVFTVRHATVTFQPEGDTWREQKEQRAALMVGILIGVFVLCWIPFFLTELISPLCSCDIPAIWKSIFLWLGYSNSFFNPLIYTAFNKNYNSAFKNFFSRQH
# Pemphigus Ab inh: human desmoglein-3 autoantibody binding inhibition | binding (percent of control), % at 10 µM | DSG3-coupled beads, scFv-anti-DSG3-GFP binding, flow cytometry; stronger effect = lower value | P32926 | hit rate 0.48% among 310,000;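 active = binding more than 3 SD below its plate's average and above zero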;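 also: hits lower antibody fragment binding to DSG3; some compounds called inactive have numbers as strong as hits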
# AddAB inh: less growth of phage-infected E. coli with AddAB; hit rate 0.29% among 330,000; inhibition, % at 11.9 µM; E. coli expressing H. pylori AddAB, absorbance growth; in the data active = inhibition above about 12%;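 also: 0% = vehicle wells of infected cells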
# HTR5A ag: counter-screen for OPRM1-OPRD1 agonists: human HTR5A agonism. HTR5A agonist assay, luminescence, cell-based. P47898. hit rate 0.61% among 340,000. AID 504692. activation, % at 9.3 µM; in the data active = activation mostly above about 9.5%, no sharp cut-off; inactive = mostly below about 7.6%;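 also: 0% = cells with vehicle only and 100% = reference agonist; strong numbers were not always called active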
# Ecoli viability: bacterial growth inhibition, counter-screen for AddAB inhibitors | E. coli V3065 growth, OD600 absorbance, 18 h | inhibition, % at 11.9 µM | hit rate 0.27% among 330,000 | AID 449728;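 active = inhibition above the campaign's mean inhibition across all tested compounds plus 3 SD, cut at about 9.9% in these data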;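 also: uninfected addAB+ strain grown without phage in ampicillin broth; 0% = DMSO wells and 100% = ciprofloxacin 0.95 µg/ml wells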
# phage Ecoli inh: E. coli growth loss with phage present; hit rate 0.26% among 360,000; inhibition, % at 11.9 µM; growth absorbance; in the data active = inhibition above about 11%
# PfHsp90 set2: growth inhibition of yeast expressing Plasmodium Hsp90. inhibition, % at 9.4 µM. hit rate 0.32% among 310,000. S. cerevisiae expressing PfHsp90, BacTiter-Glo ATP, 48 h; yeast lacking PDR1 and PDR3 efflux regulators;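 active = every replicate shows inhibition above about 80%, whatever the replicate mean, limit read from the data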;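 also: 0% = DMSO neutral controls and 100% = 20 µM radicicol positive controls; yeast relying on Plasmodium falciparum Hsp90 in place of its own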
# * = called active by the depositor; nt = not tested or not shown.
SMILES,SUMO Mot1 rescue,OPRM1-OPRD1 inv,OPRM1-OPRD1 ag,PKA-R1A act,HTR5A inv ctr,Pemphigus Ab inh,AddAB inh,HTR5A ag,Ecoli viability,phage Ecoli inh,PfHsp90 set2
COc1ccc(C2=NOC(C(=O)NC3CCCCC3)C2)cc1OC (stereo unspecified),-6,5,-0.8,-10,-17,98,-0.9,-3,-0.6,3.6,nt
O=C(NC(Cc1ccccc1)C(=O)O)C1CCN(S(=O)(=O)c2ccccc2C(F)(F)F)CC1 (stereo unspecified),4,15,-3.4,4,8,104,1.1,-2,0.7,2.7,6
Cc1nc(CSc2nsc(C)c2C#N)cs1,-4,-2,0.2,-1,1,106,3.5,1,-1.2,5.2,-3
O=C(CSc1nc2[nH]c(=O)cc(O)c2s1)Nc1nncs1,nt,2,-0.5,-5,-3,498,nt,1,nt,1.6,21
Cc1nnsc1C(=O)N1CCN(c2ccc(F)cc2)CC1,0,14,-2.9,-3,6,nt,3.6,-2,0.2,2.7,-5
CC(C)N1C(=O)N(c2ccc(Cl)cc2)C(C)(O)CC1(C)C (stereo unspecified),-13,-8,1.6,-2,18,96,1.6,-5,0.9,1.8,23
Cc1ccc(S(=O)(=O)N2CCCCC2)c(C)c1NS(C)(=O)=O,-6,11,-2.1,0,7,96,3.5,1,-0.9,4.7,4
O=C(NCc1ccc(F)cc1)c1cccs1,318*,15,-3.1,7,0,94,-0.2,0,-1.2,-0.4,0
CCOC(=O)C1CC=C(Cl)CC1C(=O)Nc1nccs1 (stereo unspecified),103,2,-0.4,-9,12,101,-1.5,-2,-0.8,2.7,nt
Cc1ccc(Nc2ncnc(N)n2)cc1C,-13,4,-0.5,-2,-14,104,2.9,0,2.3,2.1,9

# Reprinted at random: two compounds from above.
SMILES,SUMO Mot1 rescue,OPRM1-OPRD1 inv,OPRM1-OPRD1 ag,PKA-R1A act,HTR5A inv ctr,Pemphigus Ab inh,AddAB inh,HTR5A ag,Ecoli viability,phage Ecoli inh,PfHsp90 set2
Cc1nnsc1C(=O)N1CCN(c2ccc(F)cc2)CC1,0,14,-2.9,-3,6,nt,3.6,-2,0.2,2.7,-5
O=C(CSc1nc2[nH]c(=O)cc(O)c2s1)Nc1nncs1,nt,2,-0.5,-5,-3,498,nt,1,nt,1.6,21

# More compounds
SMILES,SUMO Mot1 rescue,OPRM1-OPRD1 inv,OPRM1-OPRD1 ag,PKA-R1A act,HTR5A inv ctr,Pemphigus Ab inh,AddAB inh,HTR5A ag,Ecoli viability,phage Ecoli inh,PfHsp90 set2
CC1CCc2[nH]c3ccc(C(=O)N(C)CC(=O)Nc4ccccc4Br)cc3c2C1 (stereo unspecified),10,-1,0.2,0,-24,100,2.4,10,2.0,-1.3,nt
Cc1cccc(N2C(=O)CC(N(O)c3ccccc3)C2=O)c1 (stereo unspecified),-7,4,-0.7,-8,-8,99,-0.2,-7,0.2,4.0,-1
CSc1ncc(C(=O)O)n1-c1ccc(F)cc1,-9,14,-2.2,-3,-13,102,0.1,-2,-0.5,1.7,-5
Cc1cc(-c2c(C)[nH]n(-c3ccccc3)c2=O)n[nH]1,-17,-20,2.7,2,-7,93,1.9,2,-2.5,1.1,-59
CC(C)(C)NC(=O)C(c1ccccn1)N(C(=O)C1CSC(=O)C1)c1ccc(F)cc1 (stereo unspecified),-14,8,-1.3,2,3,105,1.1,0,1.0,2.0,nt
Cc1ccc(N2CC(C(=O)NCc3n[nH]c(=O)c4ccccc34)CC2=O)cc1 (stereo unspecified),14,11,-1.6,6,0,103,0.7,3,0.1,0.8,13
Nn1c(Cc2ccccc2F)nnc1SCC(=O)Nc1cccc(S(=O)(=O)NC2=NCCCCC2)c1,-22,14,-2.8,-6,0,105,1.5,0,1.1,1.7,-8
COC(=O)c1nc2ccccn2c1F,-7,8,-1.7,-7,22,114,-2.4,-2,-0.4,3.1,nt
Nc1ccc(C(=O)N(CCO)CCO)cc1,277,6,-1.0,-2,13,103,2.0,-4,2.6,0.0,3
COc1ccccc1C(O)(c1ccccc1)c1ccccc1OC,nt,2,-0.3,1,17,nt,nt,-4,nt,1.8,-8
C[C@@H]1C=C(C(=O)N2CCN(C)CC2)O[C@H](OCc2ccc(CO)cc2)C1,-7,7,-1.4,9,-8,99,0.2,-4,-0.2,-2.3,7
CC(=O)c1ccc(NC(=O)CSc2ccc(-c3sc(C)nc3C)nn2)cc1,-24,-1,0.2,-7,-11,106,2.7,1,1.5,3.3,-14
Fc1ccccc1CSc1nncn1NCc1cccs1,-12,14,-2.8,-14,-15,116,4.6,6,1.8,0.3,nt
Cc1cc(/C=N/NC(=O)CC2(C)OCCO2)c(C)n1-c1cc(Cl)cc(Cl)c1,182,-6,1.3,5,-10,88,2.1,-2,1.3,1.3,34
COC(=O)C1[C@H]2C(=O)N(Cc3cccs3)C[C@]23C=C[C@H]1O3 (stereo partly specified),-4,-9,1.7,-6,12,98,-0.2,2,-1.3,3.4,22
Cn1c(SCC(=O)Nc2ccc(Br)cc2F)nnc1-c1ccco1,153,-5,1.0,-11,5,98,2.5,-2,2.4,3.0,17
COc1ccc(C2(CNC(=O)c3cccc([N+](=O)[O-])c3)CCOCC2)cc1,-2,22,-4.2,-3,-7,93,2.6,5,-0.4,-1.2,-17
CC(=O)N/N=C(/C)c1ccc(NC(=O)c2csc(C)c2C)cc1,4,15,-2.9,-8,-8,nt,-0.4,-1,2.1,3.9,2
c1ccc2c(c1)OCc1cn[nH]c1-2,3,18,-3.5,-14,-19,88,1.0,-4,-0.1,2.4,8
COc1ccc(C(=O)CC(=O)c2ccccc2)cc1,1,nt,nt,nt,nt,99,-1.3,nt,-2.4,-1.3,nt
COc1cccc(NC(=O)C2C3C=CC(O3)C2C(=O)NCc2cccnc2)c1 (stereo unspecified),nt,16,-3.6,-5,-18,95,-0.8,7,-1.4,2.7,-10
O=C(Nc1ccc(F)c(Cl)c1)C1CC(=O)n2c(nc3ccccc32)N1 (stereo unspecified),45,6,-1.2,-6,11,106,2.8,-1,1.9,-1.7,13
Cc1nn(C)c2ncc(C(=O)c3ccccc3O)cc12,-15,-8,1.3,-8,-20,93,1.2,0,1.6,2.8,-6
Cc1ccccc1/C=C/C1=NCCN1,2,13,-2.3,-2,15,102,-0.6,2,-0.1,5.9,-11
Oc1ccc(-c2sc(Nc3ccccc3)n[n+]2-c2ccc(F)cc2)cc1,-9,13,-2.9,-6,-6,105,-0.3,1,-1.1,0.6,15
CCOC(=O)C1CCN(Cc2cn[nH]c2-c2ccc(C)cc2)CC1,11,-9,1.7,-1,-4,nt,-0.6,1,-2.5,1.1,nt
Cc1ccc(CNC(=O)CCCn2c(=O)c3ccccc3n(CC(=O)NCc3ccco3)c2=O)cc1,-6,4,-0.9,6,-7,106,2.5,3,1.3,0.7,20
CC(=O)c1cccc(NC(=S)NCCc2ccc(F)cc2)c1,nt,14,-2.7,-9,8,101,0.5,4,1.6,3.2,-22
CCn1c2ccccc2c2cc(/C=N/O)ccc21,91,-3,0.5,0,5,101,-0.4,-2,1.0,1.8,-53
COC(=O)c1ccc(CON2C(=O)c3ccccc3C2=O)cc1,-6,-6,1.0,1,-22,78,-2.7,-1,-1.1,2.4,1
CC(=O)c1cccc(NC(=O)c2sc(Cl)nc2C)c1,2,-1,0.2,-4,-16,116,3.6,6,2.5,1.7,3
Cc1n[nH]c(=O)c2c(NC(=O)COC(=O)Cc3c(F)cccc3Cl)oc(C)c12,-5,14,-2.7,5,-8,97,2.8,3,2.0,3.7,-4
CCc1cc(=O)n2c([nH]c3ccccc32)c1C#N,2,-13,2.2,-3,7,95,1.2,0,0.8,3.5,-8
CCc1ccccc1OCC(=O)OCC(=O)Nc1cc(C)on1,-2,6,-1.5,-1,-3,nt,0.9,1,0.5,1.2,0
COc1cc([N+](=O)[O-])ccc1NC(=S)Nc1cc(C(=O)OC(C)C)cc(C(=O)OC(C)C)c1,11,4,-0.8,-4,3,98,1.8,-1,0.3,1.0,2
COc1ccc(-c2nnc(NC(=O)CSc3ccccc3)s2)cc1OC,9,-16,3.2,0,-23,93,0.5,4,-1.9,1.6,8
CSc1nc2ccccc2cc1/C=C(\C#N)c1ccc(Cl)c(Cl)c1,-4,6,-1.4,8,3,121,2.7,4,0.2,7.8,-14
O=C(CS(=O)(=O)c1ccc(Cl)cc1)NCc1ccccc1,5,5,-1.0,-1,9,94,0.5,-2,0.8,-1.5,-5
COc1ccc(C(=O)c2c(N)sc3c2CCN(C)C3)cc1,-10,4,-0.9,0,1,119,2.0,0,0.2,1.4,-6
O=C(Nc1cccc(C(F)(F)F)c1)c1sc(Cl)nc1C(F)(F)F,-3,-18,4.0,-7,-35,101,3.7,9.4*,1.5,8.1,1
CCN(C(=O)COC(=O)C(Cc1ccccc1)N1C(=O)c2ccccc2C1=O)C1CCS(=O)(=O)C1 (stereo unspecified),-18,17,-3.5,4,-27,111,1.3,11,1.9,2.6,1
c1ccc(Cn2nnc3cnccc32)cc1,103,9,-1.5,-6,7,105,-2.4,2,-2.4,1.0,0
C/C(=N/NS(=O)(=O)c1ccccc1)c1ccc(NC(=O)C2CC2)cc1,-19,5,-1.0,-6,-3,103,5.4,1,1.2,9.9,-24
C/C(=N\NC(=O)CCCNc1cccc(C)c1)c1ccncc1,2,11,-2.1,-7,19,101,-1.4,-3,0.2,1.5,9
Cc1ccc(CNC(=O)c2ccc(C)s2)cc1,171,16,-3.3,0,5,113,-0.2,-1,-0.6,2.5,-8
COc1ccc(NS(=O)(=O)c2ccc(N/N=C(\C)c3ccncc3)c([N+](=O)[O-])c2)cc1,-9,-20,4.0,-3,-5,86,3.0,-1,-1.7,-3.0,-11
COc1nccnc1NS(=O)(=O)c1ccc(N)cc1,nt,1,-0.2,7,12,112,nt,-3,nt,2.9,8
COc1ccc(OC)c(C(=O)NC2CC(C)(C)Cc3c2cnn3-c2ccccc2)c1 (stereo unspecified),nt,14,-2.7,0,-3,107,4.0,-2,0.7,2.2,-3
COc1ccc(N(C(=O)c2cccnc2)S(=O)(=O)c2cccc([N+](=O)[O-])c2)cc1,0,4,-0.7,7,11,102,0.6,6,-1.1,4.1,2
Cc1ccc(NC(=O)c2ccc(NCCN)c([N+](=O)[O-])c2)cc1Cl,-7,-4,0.8,-4,1,99,3.8,0,0.5,4.5,47
# Other records.
SMILES,SUMO Mot1 rescue,OPRM1-OPRD1 inv,OPRM1-OPRD1 ag,PKA-R1A act,HTR5A inv ctr,Pemphigus Ab inh,AddAB inh,HTR5A ag,Ecoli viability,phage Ecoli inh,PfHsp90 set2
CN(C(=O)Cc1noc2ccccc12)c1ccccc1,-4,12,-1.9,10,-6,93,1.5,2,-0.8,2.8,4
Cc1cc(C)cc(N(CC(=O)NCCSCc2ccccc2)S(C)(=O)=O)c1,-9,-11,1.9,-2,0,101,1.8,0,0.2,4.5,36
C=CCN(CC=C)C(=O)c1cccc(OC2CCN(CC(C)(C)C)CC2)c1,39,-3,0.8,-1,3,105,3.3,-1,1.4,1.6,-4
Cc1cccc(CN2CCN(C3CCCC3)C(CCO)C2)n1 (stereo unspecified),2,-2,0.3,0,16,99,-0.3,-6,-0.4,2.6,7
Cc1ccn2c(CNCC3COCCO3)c(C(=O)N3CCCCCC3)nc2c1 (stereo unspecified),-10,16,-2.9,0,-20,104,-1.1,0,0.2,2.6,-12
